Screening results deposited in PubChem by The Scripps Research Institute Molecular Screening Center.
FBW7 act – FBW7 E3 ligase activators, primary screen, biochemical, AlphaScreen, human. normalized activity (activation), % at 26.1 µM. 650,000 tested, 0.13% active. F-box/WD repeat-containing protein 7 (Homo sapiens), Q969H0. AlphaScreen FBW7–phospho-cyclin E peptide binding, activator screen; in the data active = normalized activity above about 1.9%;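 note: purified mutant Fbw7 with reduced substrate affinity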
MITF primary – MITF inhibitors, primary screen, biochemical, AlphaScreen, human; Microphthalmia-associated transcription factor (Homo sapiens), O75030; AlphaScreen MITF homodimerization, bead proximity signal; inhibition, % at 2.6 µM; 650,000 tested, 0.91% active; in the data active = inhibition above about 50%;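 note: 0% = vehicle wells with protein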
Target sequence (O75030 whole entry, looked up): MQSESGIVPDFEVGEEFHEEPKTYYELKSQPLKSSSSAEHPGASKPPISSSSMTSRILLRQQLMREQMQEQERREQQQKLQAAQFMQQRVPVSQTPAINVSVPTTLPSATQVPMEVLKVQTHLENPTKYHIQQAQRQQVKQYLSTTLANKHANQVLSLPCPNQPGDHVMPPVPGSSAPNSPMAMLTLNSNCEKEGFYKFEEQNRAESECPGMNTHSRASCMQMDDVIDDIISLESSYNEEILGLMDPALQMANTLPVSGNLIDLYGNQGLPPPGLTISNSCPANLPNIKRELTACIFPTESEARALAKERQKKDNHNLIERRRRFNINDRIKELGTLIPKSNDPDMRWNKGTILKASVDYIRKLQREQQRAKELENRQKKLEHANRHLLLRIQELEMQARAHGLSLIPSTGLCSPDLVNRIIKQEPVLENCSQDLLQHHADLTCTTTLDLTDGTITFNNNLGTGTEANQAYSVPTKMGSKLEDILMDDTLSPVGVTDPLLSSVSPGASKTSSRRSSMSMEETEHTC
TEAD-YAP inh – TEAD-YAP interaction inhibition, primary screen, TEAD-YAP interaction inhibitor project, luminescence, HEK-TIYL cells; TEAD-Gal4/YAP UAS-luciferase luminescence; inhibition, % at 9.12 µM; 640,000 tested, 1.4% active; in the data active = inhibition above about 32%;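 note: 0% = median of test compound wells and 100% = reference inhibitor wells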
GPR151 ag – activators of human GPR151, primary screen, cell-based, PathHunter beta-arrestin, luminescence; G-protein coupled receptor 151 (Homo sapiens), Q8TDV0; PathHunter beta-arrestin GPR151 cells; activation, % at 11.2 µM; 650,000 tested, 1% active; AID 1508602, 2020; in the data active = activation above about 4.9%;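 note: 0% = median of compound wells and 100% = cells with positive control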
Target sequence (Q8TDV0 whole entry, looked up): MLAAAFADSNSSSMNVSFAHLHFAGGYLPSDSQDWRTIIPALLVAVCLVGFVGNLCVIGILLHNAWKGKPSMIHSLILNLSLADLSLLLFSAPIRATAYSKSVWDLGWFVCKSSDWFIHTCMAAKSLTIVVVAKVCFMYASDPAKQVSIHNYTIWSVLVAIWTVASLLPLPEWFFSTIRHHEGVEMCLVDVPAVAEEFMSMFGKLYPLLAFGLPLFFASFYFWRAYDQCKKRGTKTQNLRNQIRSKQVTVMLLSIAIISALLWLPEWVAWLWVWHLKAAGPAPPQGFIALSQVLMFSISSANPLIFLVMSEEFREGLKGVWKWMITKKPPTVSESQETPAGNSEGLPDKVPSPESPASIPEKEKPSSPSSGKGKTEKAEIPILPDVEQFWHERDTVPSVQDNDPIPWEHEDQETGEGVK
Numbers without * were called inactive.

| Molecule | FBW7 act | MITF primary | TEAD-YAP inh | GPR151 ag |
| --- | --- | --- | --- | --- |
| CC1=CC(C)(C)N(C(=O)Nc2ccc(Cl)c(Cl)c2)c2c(C)cc(C)cc21 | -0.1 | 10 | -8 | 2.5 |
| Cc1ccccc1C(=O)c1ccc(O)cc1O | 0.0 | -6 | 1 | 0.7 |
| Cc1ccc2c(c1)sc1ncc(NC(=O)c3ccccc3)c(=O)n12 | 0.1 | 13 | 8 | -1.2 |
| CCC(=O)Nc1nc2c(Cl)ccc(Cl)c2s1 | -0.3 | -8 | -5 | 3.0 |
| CC1=C(C(=O)OCCCc2ccccc2)C(c2ccccc2Br)CC(=O)N1 (stereo unspecified) | 0.2 | 5 | 1 | 1.3 |
| Cc1ccc(NC(=O)CCC(=O)OCCCC(F)(F)C(F)(F)F)cc1 | -0.2 | -4 | 8 | -0.1 |
| COc1ccc2oc(=O)c(-c3csc(Nc4ccc(OC)c(OC)c4)n3)cc2c1 | 0.2 | 2 | 0 | 0.4 |
| O=C1N=C(N2CCCCC2)S/C1=C\c1ccccc1Cl | 0.7 | 13 | -19 | 0.2 |
| COc1ccc(C2C3=C(CC(C)(C)CC3=O)Nc3nc(SC)nc(N)c32)cc1OC (stereo unspecified) | 0.0 | 8 | 3 | -1.3 |
| O=C(NCc1ccncc1)C1CC12CCN(Cc1ccccc1)CC2 (stereo unspecified) | 0.1 | 6 | 1 | 1.0 |
| CCOC(=O)N1CCC(N2C(=O)c3ccccc3C2Nc2ccccc2C(N)=O)CC1 (stereo unspecified) | 0.1 | 0 | -13 | -0.8 |
| COC(=O)C1=C(N)Oc2c(oc(CO)cc2=O)C1c1ccc(Cl)c(Cl)c1 (stereo unspecified) | 0.0 | 5 | -4 | -0.7 |
| CC(C)OCCCNC(=O)c1cc2cc3ccc(Cl)cc3nc2o1 | 0.2 | 9 | 13 | 0.2 |
| C=CCn1c(SCC(=O)Nc2ccccc2C)nc2sc(CC)cc2c1=O | -0.1 | 9 | -8 | -1.7 |
| COC(=O)C1=CN(Cc2ccc(OC)c(OC)c2)C=C(C(=O)OC)C1c1ccc(OC)c(OC)c1OC | 0.2 | -1 | -11 | -0.7 |
| N#Cc1cc2ccccc2nc1SCc1cccnc1 | -0.1 | -13 | -8 | 0.2 |
| Cc1cccc(NC(=O)c2cc3c(ccc4ccccc43)oc2=N)c1 | 0.0 | -2 | -5 | 0.0 |
| O=C(CC1(CC2=NS(=O)(=O)c3ccccc3N2)CCCC1)NCCc1ccccc1 | 0.5 | 8 | 5 | -1.7 |
| CCC(CO)NCC(O)COCc1ccc2c(c1)OCO2 (stereo unspecified) | -0.1 | 27 | -5 | -1.5 |
| COc1ccccc1CNC(=O)CN(c1ccccc1)S(C)(=O)=O | 0.3 | -4 | -1 | -0.1 |
| c1cncc(CNc2nc(-c3csc4ccccc34)nc3nc[nH]c23)c1 | 0.1 | 11 | -8 | 0.7 |
| Cc1ccc(C2CC(C(F)(F)F)n3nc(C(=O)NCc4ccccc4)c(Cl)c3N2)cc1 (stereo unspecified) | 0.0 | 7 | 8 | 3.7 |
| COc1ccc(C(=O)NC(=S)N(c2ccccn2)C(C)C)cc1[N+](=O)[O-] | 0.0 | -3 | 15 | 0.6 |
| COc1ccc2nc(NC(=O)C=C(C)C)sc2c1 | 0.0 | 8 | -42 | 0.0 |
| Cc1cccc(OCCCC(=O)NNC(=O)c2n[nH]c(=O)c3ccccc23)c1 | -0.1 | -1 | -5 | 1.6 |
| O=C(c1ccco1)N1CCN(C2CCN(Cc3ccccc3)CC2)CC1 | -0.3 | 60* | -5 | 0.5 |
| COc1cc(/C=C2\S/C(=N/S(=O)(=O)c3ccccc3)NC2=O)c([N+](=O)[O-])cc1OC | -1.6 | 4 | -18 | 1.7 |
| COc1ccccc1C(=O)N1CCN(c2ccc([N+](=O)[O-])c(NCc3ccco3)c2)CC1 | -0.5 | 10 | 1 | 0.8 |
| Cc1ccc(NC(=O)Nc2nnc(N3CCCCC3)s2)cc1Cl | -0.2 | 0 | 7 | 0.1 |
| CC(C)NCC(O)COc1ccc(-c2ccco2)cc1 (stereo unspecified) | -0.1 | -5 | 5 | 0.8 |
| CCOC(=O)c1c(/N=C/c2c(C)[nH]n(-c3ccc(C)cc3)c2=O)sc(C)c1-c1ccc2cc(OC)ccc2c1 | 0.2 | 5 | 3 | -0.2 |
| COc1cc(OC)c(Nc2nc(-c3ccccc3Cl)nc3ccccc23)cc1Cl | 0.5 | 10 | 11 | 0.1 |
| COc1ccc(C(NC(=O)/C=C/c2ccccc2)NC(=O)/C=C/c2ccccc2)cc1OC | 0.3 | 11 | -3 | -0.6 |
| O=C(Nc1ccccc1C(=O)O)c1cccc(NC(=O)c2ccccc2Cl)c1 | -0.3 | -14 | 11 | 0.9 |
| Cc1ccc(-c2cncc(-c3cc(=O)[nH]c(C)n3)c2)cc1 | -0.3 | -4 | 0 | 3.3 |
| Cc1nc(N)sc1C(=O)N/N=C/c1ccncc1 | 0.3 | 18 | 3 | -0.5 |
| Cc1nc(SCc2c(F)cccc2F)[nH]c(=O)c1C#N | 0.0 | -3 | 11 | -0.3 |
| CCN(CC)S(=O)(=O)c1cccc(NC(=O)Cn2c(=O)[nH]n(-c3ccccc3)c2=O)c1 | 0.0 | -16 | 2 | -1.0 |
| COc1ccc(/C=C2/NC(=O)NC2=O)cc1I | 0.0 | 3 | -13 | 0.9 |
| CCn1c(Cc2ccccc2)nnc1SCC(=O)N1CCCCC1 | 0.1 | 7 | 2 | 6.3* |

Arranged by formula weight (lowest first): six of the compounds above
| Molecule | FBW7 act | MITF primary | TEAD-YAP inh | GPR151 ag |
| --- | --- | --- | --- | --- |
| Cc1nc(N)sc1C(=O)N/N=C/c1ccncc1 | 0.3 | 18 | 3 | -0.5 |
| CCC(=O)Nc1nc2c(Cl)ccc(Cl)c2s1 | -0.3 | -8 | -5 | 3.0 |
| Cc1cccc(NC(=O)c2cc3c(ccc4ccccc43)oc2=N)c1 | 0.0 | -2 | -5 | 0.0 |
| COc1ccc(C(=O)NC(=S)N(c2ccccn2)C(C)C)cc1[N+](=O)[O-] | 0.0 | -3 | 15 | 0.6 |
| Cc1cccc(OCCCC(=O)NNC(=O)c2n[nH]c(=O)c3ccccc23)c1 | -0.1 | -1 | -5 | 1.6 |
| CCN(CC)S(=O)(=O)c1cccc(NC(=O)Cn2c(=O)[nH]n(-c3ccccc3)c2=O)c1 | 0.0 | -16 | 2 | -1.0 |

(more compounds)
| Molecule | FBW7 act | MITF primary | TEAD-YAP inh | GPR151 ag |
| --- | --- | --- | --- | --- |
| C#CCSc1nnc(-c2ccc(OC)cc2)o1 | 1.0 | 13 | -49 | -1.0 |
| Cc1ccc2c(c1)NC(=O)c1cccc([N+](=O)[O-])c1CO2 | 0.1 | -4 | 5 | -0.8 |
| O=C1[C@@H]2CCCN2C(=O)[C@H]2CN(Cc3cnn(-c4ccccc4F)c3)CCN12 | -0.1 | -10 | -6 | 0.4 |
| Cc1ccc(CNc2nc(C)c(-c3ccn(CC4CCCN(C)C4)n3)s2)o1 (stereo unspecified) | -0.1 | -4 | -9 | -1.4 |
| Cc1nnc(SCC(=O)NN2C(=O)NC3(CCCCC3)C2=O)s1 | -0.1 | -5 | 5 | -1.5 |
| O=C(NCCC1=CCCCC1)c1cc(S(=O)(=O)N2CCc3ccccc32)ccc1Sc1ccc(F)cc1 | 0.0 | 2 | -10 | -0.7 |
| Oc1ccccc1OCc1nc2ccccc2s1 | 0.0 | 9 | -55 | -5.9 |
| Cc1ccc(S(=O)(=O)N/N=C/c2c(O)n(C)c3ccccc23)cc1 | -0.1 | -4 | 4 | 1.8 |
| O=C(CCOc1ccccc1)Nc1nccs1 | 0.2 | -11 | -19 | -1.7 |
| O=C(CN(CCc1ccccc1)S(=O)(=O)c1ccc(Cl)cc1)NC1CC1 | 0.0 | -3 | 6 | -0.5 |
| Cc1nn(C)c(C)c1-c1nc(N)c2ncn(-c3ccccc3)c2n1 | -0.1 | -2 | -3 | -0.7 |
| CS(=O)(=O)N1CCC(Oc2ccc(-c3ccc(C#N)cc3)cc2)CC1 | -0.1 | -6 | 7 | 12* |
| COc1ncccc1C(=O)N1CCN(CCNC(=O)c2cccs2)CC1 | 0.1 | 3 | 4 | 0.7 |
| c1ccc(-c2ccc(OCCCN3CCNCC3)cc2)cc1 | -0.3 | -16 | -53 | 0.0 |
| O=C(CCc1nnc(C2(c3ccc(Cl)cc3)CCC2)o1)NCc1ccccn1 | 0.2 | 13 | 8 | 5.1* |
| CN(C)S(=O)(=O)c1ccc(NC(=O)Cn2nc(-c3ccc(F)cc3)ccc2=O)cc1 | -0.1 | 7 | 2 | -0.5 |
| CN(CC1COCCO1)C(=O)c1ccc(OC2CCN(C(=O)c3cccnc3)CC2)cc1 (stereo unspecified) | 0.1 | -1 | -3 | 2.0 |
| COCCCNC(=O)CCS(=O)(=O)c1ccc2c(c1)n(C)c(=O)c(=O)n2C | 0.0 | 10 | -1 | 2.5 |
| CC1CCN(c2ccc([N+](=O)[O-])c(SCCO)c2)CC1 | -0.1 | 9 | 7 | 1.9 |
| CC(C)(C)C(=O)Nc1nnc(-c2ccccc2)o1 | -0.1 | 0 | 0 | 1.7 |

Quoted at random: 6 compounds from above
| Molecule | FBW7 act | MITF primary | TEAD-YAP inh | GPR151 ag |
| --- | --- | --- | --- | --- |
| O=C(NCCC1=CCCCC1)c1cc(S(=O)(=O)N2CCc3ccccc32)ccc1Sc1ccc(F)cc1 | 0.0 | 2 | -10 | -0.7 |
| Cc1nn(C)c(C)c1-c1nc(N)c2ncn(-c3ccccc3)c2n1 | -0.1 | -2 | -3 | -0.7 |
| Cc1ccc(S(=O)(=O)N/N=C/c2c(O)n(C)c3ccccc23)cc1 | -0.1 | -4 | 4 | 1.8 |
| Oc1ccccc1OCc1nc2ccccc2s1 | 0.0 | 9 | -55 | -5.9 |
| CC1CCN(c2ccc([N+](=O)[O-])c(SCCO)c2)CC1 | -0.1 | 9 | 7 | 1.9 |
| Cc1nnc(SCC(=O)NN2C(=O)NC3(CCCCC3)C2=O)s1 | -0.1 | -5 | 5 | -1.5 |

(further entries)
| Molecule | FBW7 act | MITF primary | TEAD-YAP inh | GPR151 ag |
| --- | --- | --- | --- | --- |
| CCOC(=O)CNC(=O)c1cc(-c2ccc(Br)cc2)nc2ccccc12 | -0.2 | -12 | 0 | 4.2 |
| O=C(O)CCC(=O)Nc1sc2c(c1C(=O)Nc1cccc3ccccc13)CCCC2 | -0.1 | 8 | 4 | -0.7 |
| Cc1ccc(C(C)C)c(OCC(=O)Nc2ccc(-c3nc4ccccc4o3)c(O)c2)c1 | 0.2 | -21 | -1 | -0.5 |
| CCc1ccccc1NC(=O)C(=O)N/N=C/c1cc([N+](=O)[O-])ccc1O | -0.4 | -4 | -7 | 0.8 |
| Cc1cccc(NC(=O)CCC2=NS(=O)(=O)c3cc(Br)cnc3N2)c1 | 0.4 | 12 | 5 | 3.7 |
| COc1ccc(OC)c(NC(=O)Cn2c(-c3ccc(Cl)cc3)noc2=O)c1 | -0.2 | 3 | 6 | 0.1 |
| O=C1NC(=O)/C(=C\c2cccn2-c2ccc(C(=O)O)cc2)N1 | -0.1 | 66* | 13 | -0.8 |
| O=C(Nc1nc(-c2nc3ccccc3s2)cs1)C1COc2ccccc2O1 (stereo unspecified) | 0.1 | -10 | -46 | -3.5 |
| O=c1c2oc3ccc(Cl)cc3c2[nH]c(=S)n1Cc1cccnc1 | -0.3 | -5 | -1 | -0.2 |
| Cc1ccc(C=Nc2ccc(S(=O)(=O)Nc3ccccn3)cc2)cc1 | -0.1 | -6 | 0 | 0.4 |
| CCOC(=O)c1c(C)n(C)c2cccc(OC(=O)CN3C(=O)c4ccccc4C3=O)c12 | -0.1 | -8 | -14 | -0.1 |
| CCOc1ccc(Cl)cc1C1NC(C(=O)O)CS1 (stereo unspecified) | -0.2 | -2 | 4 | 0.0 |
| CCOC(=O)N1CCC(Nc2ncnc3c2c(-c2ccccc2)cn3-c2cccc(Cl)c2)CC1 | -0.2 | 8 | 0 | 1.0 |
| CCOC(=O)c1c(C)nc(C)c(C(=O)OCC)c1-c1ccccc1Cl | 0.2 | 11 | -6 | 0.7 |
| O=C(OCCN=C1NS(=O)(=O)c2ccccc21)c1cccc([N+](=O)[O-])c1 | -0.1 | 3 | -9 | 0.8 |
| Cc1ccc(-c2nn(-c3ccccc3)cc2C2CC(c3ccccc3)=NN2c2nc(-c3ccccc3)c3cc(Cl)ccc3n2)cc1 (stereo unspecified) | 0.0 | -3 | -7 | -0.6 |
| Cc1cccc(-c2nc(CCNS(=O)(=O)c3ccc(C)c(C)c3)cs2)c1 | -0.1 | -1 | 7 | 1.1 |
| Cc1ccc(CNC(=O)CCC2CCCN(Cc3ccc4nsnc4c3)C2)o1 (stereo unspecified) | -0.1 | -6 | 7 | -0.6 |
| Cc1nc2ccccc2c(=O)n1NC(=O)c1nc2nccc(C)n2n1 | -0.2 | 3 | -6 | 0.6 |
| CCOC(=O)c1ccccc1NC(=O)CCC(C(=O)O)C(C)C (stereo unspecified) | 0.0 | -4 | -12 | -0.4 |
| COc1ccc(-c2cc(C(=O)Nc3cc(OC)c(OC)c(OC)c3)no2)cc1 | 0.1 | 1 | 9 | 1.4 |
| Cc1ccc(S(=O)(=O)N(CC(=O)Nc2ccc(C(N)=O)cc2)Cc2ccccc2)cc1 | 0.0 | 0 | 2 | 0.0 |
| COc1cccc2cc(C(=O)Nc3ccccc3)/c(=N/NS(=O)(=O)c3ccccc3)oc12 | -0.1 | -9 | -19 | 0.5 |
| CC1(c2ccc(Cl)cc2)CC(C)(C)N(C(=O)CSC#N)c2ccccc21 (stereo unspecified) | 0.1 | 18 | 7 | 2.3 |
